TbREL1 primary – TbREL1 inhibition, primary screen; actives 0.49% (n = 89,000); TbREL1 RNA ligation, FRET fluorescence; inhibition, % at 9.66 µM; AID 1117264; P86926;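 active means inhibition above the mean inhibition across all screened compounds plus 3 SD, cut at about 11% in these data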;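 further: 0% = plate median of test wells and 100% = NSC42067 control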
Target sequence (P86926 whole entry, looked up): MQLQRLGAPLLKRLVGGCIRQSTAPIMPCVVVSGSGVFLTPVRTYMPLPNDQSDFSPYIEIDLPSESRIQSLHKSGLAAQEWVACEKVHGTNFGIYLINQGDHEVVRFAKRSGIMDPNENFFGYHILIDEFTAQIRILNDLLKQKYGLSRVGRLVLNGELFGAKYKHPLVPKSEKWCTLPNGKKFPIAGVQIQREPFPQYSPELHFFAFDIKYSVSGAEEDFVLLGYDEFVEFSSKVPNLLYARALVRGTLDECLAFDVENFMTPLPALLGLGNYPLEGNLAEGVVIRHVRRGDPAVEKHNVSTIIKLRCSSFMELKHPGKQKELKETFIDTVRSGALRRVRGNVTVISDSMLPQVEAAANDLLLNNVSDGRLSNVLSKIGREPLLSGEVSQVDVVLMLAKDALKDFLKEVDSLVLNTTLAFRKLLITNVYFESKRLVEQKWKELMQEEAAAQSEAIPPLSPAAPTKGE
* hit, by the source's call. An excerpt (hit frequency here may not be typical).

smiles,TbREL1 primary
CN(C)c1ccc(C(CNS(=O)(=O)c2cccc([N+](=O)[O-])c2)N2CCOCC2)cc1 (stereo not drawn),-6.1
C=CCNc1nc(Cl)nc(NC2CCCCC2)n1,-0.8
N#C/C(=C(/O)COC(=O)c1cccnc1Cl)c1nc2ccccc2[nH]1,-0.5
CCN1CCN(CCOCCOc2ccccc2)CC1,3.5
CC(C)(C)C(C(=O)n1cccc1C#N)c1ccccc1 (stereo not drawn),-0.1
CCN(c1ccccc1)S(=O)(=O)c1ccc(C(=O)N(CCCN(C)C)c2nc3c(C)cccc3s2)cc1,12.6*
COc1cc2c(cc1OC)C(C(=O)Nc1ccc(F)c(Cl)c1)CC(=O)N2 (stereo not drawn),-0.5
O=C(NCc1cccc(F)c1)c1ccc(N2C(=O)Cn3c(cc4sccc43)C2=O)cc1,1.2
O=C(NCCCN1CCOCC1)c1cccc(NS(=O)(=O)c2ccc(Br)cc2)c1,-0.9
CN1CCC(N[C@@H](Cc2ccccc2)C(=O)NCCCc2ccccc2)(C(=O)NCCc2c[nH]c3ccccc23)CC1,-2.0
C/C(=N\NC(=O)c1ccccc1C)c1ccc(NC(=O)c2cccs2)cc1,0.3
O=C(CCN1CCc2ccccc2C1)Nc1ccc2c(c1)OCO2,-3.2
CCN(CC)S(=O)(=O)c1ccc(Cl)c(C(=O)OCC(=O)c2c(N)n(C)c(=O)n(C)c2=O)c1,-3.4
CCN(C(=O)/C=C/c1ccc(OC)cc1)C1CCCCC1,7.4
Cc1sc2nc3n(c(=O)c2c1C)CCCS3,0.6
COc1ccc(S(=O)(=O)N(C)CC(=O)N2CCC(C(N)=O)CC2)cc1Cl,4.2
Cc1ccc(S(=O)(=O)Cn2nnnc2C(c2ccccc2)N2CCN(c3ncccn3)CC2)cc1 (stereo not drawn),-2.3
COCCN1C2=C(C(=O)CC(C)(C)C2)C(c2ccc(O)c(OC)c2)C2=C1CC(C)(C)CC2=O,-2.5
CCOC(=O)C1(C)CCN1C(=O)c1csnn1 (stereo not drawn),-0.1
O=[N+]([O-])c1ccccc1/C=C/C=N/Nc1nc(N2CCCCC2)nc(N2CCCCC2)n1,0.4
CCC1Nc2ncnc(N3CCCCC3)c2N(Cc2ccc(C)cc2)C1=O (stereo not drawn),-1.7
C=CCOC(=O)C1=C[C@@H](c2coc3ccccc3c2=O)C[C@@H](OCCCCO)O1,-4.8
Cc1ccc(N2C(=O)CSC2c2ccc3c(c2)OCO3)cc1 (stereo not drawn),-0.7
Nc1ccc(Cl)c[n+]1Cc1cccc2cccnc12,8.7
COc1ccc(C2=NOC(Cn3nc(C(=O)O)cc3-c3ccccc3)C2)cc1 (stereo not drawn),2.1
CCCCOC(=O)c1ccc(NC(=O)COC(=O)c2ccc3ncsc3c2)cc1,3.7
Cc1cccc(C)c1NC1=NC(=S)N(c2ccc(N(C)C)cc2)C1(C)C,-6.9
O=C(O)Cc1ccc(NC(=O)c2cccc(NC(=O)c3ccco3)c2)cc1,-0.6
Cc1ccc(C(=O)CC2(O)C(=O)N(C)c3ccc(Br)cc32)c(C)c1 (stereo not drawn),-2.8
Cc1ccc(S(=O)(=O)N2CCCCC2)cc1C(=O)NC1CC(C)(C)NC(C)(C)C1,1.8
Cc1[nH]c(C)c(S(=O)(=O)NCc2ccccc2Cl)c1C(=O)N1CCCC1,-0.3
Cc1cc(C)cc(N(CC(=O)NC2CCC(C)CC2)S(=O)(=O)c2ccccc2)c1 (stereo not drawn),1.6
CN(c1ccccc1C(=O)NC1CCCCC1)S(=O)(=O)c1ccccc1,4.0
CN(CCc1ccccn1)C(=O)c1cc2ccccn2n1,4.9
CCCCN(CC)C(=O)/C=C/c1cccc([N+](=O)[O-])c1,1.5
COc1ccc(NC(=O)C2CCCN(S(=O)(=O)c3ccc4c(c3)oc(=O)n4C)C2)c(OC)c1 (stereo not drawn),0.0
Clc1ccc(N2COC3c4cccc5cccc(c45)C32)cc1 (stereo not drawn),8.5
CCc1cccc(C)c1NC(=O)C1CCN(c2nn3c(=O)cc(C)nc3s2)CC1,-2.6
Cc1cc(C)c(C(O)c2ncc(-c3ccccc3Cl)[nH]2)c(C)c1 (stereo not drawn),5.3
S=c1[nH]c(-c2ccccc2)cn1/N=C/c1ccccc1Br,-2.9
COC(=O)CC(C(=O)Nc1cc(C(=O)OC)cc(C(=O)OC)c1)N1CCN(C)CC1 (stereo not drawn),-4.4
CCN(CC(=O)Nc1c(F)cccc1F)C(=O)Cc1ccc(S(=O)(=O)N2CCOCC2)s1,7.4
Cn1c(-c2ccc3c(c2)OCO3)cnc1NC(=O)CCC(=O)NCCc1ccccc1,2.2
CC[C@H](NC(=O)/C=C/[C@H]1O[C@@H](n2cc(C)c(=O)[nH]c2=O)C[C@@H]1O)c1ccccc1,0.0
CCNC(=O)C1(C)CCN(C(=O)c2ccc(F)c(Cl)c2)C1 (stereo not drawn),5.5
COc1cc2c(cc1OC)CN(C(=O)CSc1ccc(F)cc1)CC2,-0.5
CCCCOc1ccc(C2CC(=O)NC2=O)cc1 (stereo not drawn),3.0
O=C(Nc1cccc(Cl)c1)NC1CCCCC1,6.1
COc1ccc(C(=O)C(C)OC(=O)CNC(=O)c2ccco2)cc1 (stereo not drawn),10.2
Cc1ccc(CN2CCC(C(=O)NCCC(C)C)CC2)o1,-1.8

Following part.
smiles,TbREL1 primary
CN1CCN(S(=O)(=O)c2ccc(NC(=O)c3ccccc3F)cc2)CC1,-0.6
O=C(CC1C(=O)NCCN1Cc1ccc(F)cc1Cl)NC1CCCCCCC1 (stereo not drawn),-1.0
CC(=O)c1c(C)n([O-])c2ccc(C)cc2[n+]1=O,9.3
NC(=O)Cn1c(=O)n(-c2ccccc2)c(=O)c2oc3ccccc3c21,-3.0
O=C1C2C3CCC(O3)C2C(=O)N1c1nccs1 (stereo not drawn),-0.1
C[C@H]1CN=C(Nc2ccccc2)N1CCc1ccc(F)cc1,4.9
COc1ccc(C(C)=O)cc1COC(=O)C1CCN(C(=O)c2ccc(Cl)cc2)CC1,-2.4
Cc1nc(=O)c(-c2ccccc2)c(C)n1CCCO,8.1
COC(=O)c1cnc(Nc2nc(C(N)Cc3ccccc3)cs2)nc1C(F)(F)F (stereo not drawn),1.2
CCc1ccc(-c2ccc(SCc3ccccn3)nn2)cc1,1.9

Reprinted from the listing, 6 compounds:
smiles,TbREL1 primary
NC(=O)Cn1c(=O)n(-c2ccccc2)c(=O)c2oc3ccccc3c21,-3.0
O=C1C2C3CCC(O3)C2C(=O)N1c1nccs1 (stereo not drawn),-0.1
C[C@H]1CN=C(Nc2ccccc2)N1CCc1ccc(F)cc1,4.9
COc1ccc(C(C)=O)cc1COC(=O)C1CCN(C(=O)c2ccc(Cl)cc2)CC1,-2.4
Cc1nc(=O)c(-c2ccccc2)c(C)n1CCCO,8.1
COC(=O)c1cnc(Nc2nc(C(N)Cc3ccccc3)cs2)nc1C(F)(F)F (stereo not drawn),1.2

Additional compounds.
smiles,TbREL1 primary
N=c1c2c3c(sc2nc2n1CCC2)CCCC3,0.4
Cc1ccccc1N(C(=O)c1csnn1)C(C(=O)NC(C)(C)C)c1ccncc1 (stereo not drawn),2.4
COc1cccc(C(=O)NCCS(=O)(=O)NCc2ccc3c(c2)OCO3)c1,2.2
CC(/C=C1\SC(=S)N(CCC(=O)Nc2ccccc2O)C1=O)=C\c1ccccc1,-3.8
COc1ccc(CCNC(=O)COC(=O)COc2c(C)cc(C)cc2C)cc1OC,1.5
Cc1cccnc1CCNC(=O)c1ccc(OC2CCN(Cc3ccccn3)CC2)cc1,-1.9
O=C(NCC(=O)N1CCCC1)c1ccc(Br)o1,1.4
Cc1cc(C)nc(SCc2cnc(C)nc2N)n1,0.1
O=C(CN1C(=O)N/C(=C\c2ccccc2OCc2ccc(C(=O)O)cc2)C1=O)Nc1ccccc1F,1.0
Cc1ccc([N+](=O)[O-])cc1-c1ccc2cccc(C)c2n1,0.6
CCN(CC)CCN1C(=O)C(=O)/C(=C(/O)c2ccc(OC)c(OC)c2)C1c1ccccn1 (stereo not drawn),3.2
O=C(NCCS(=O)(=O)N1CCCCC1)c1ccccc1,2.0
CCc1[nH]c(=S)c(C#N)c2c1CCCC2,0.0
Cc1cccc2sc(N(CCCN(C)C)C(=O)CCS(=O)(=O)c3ccccc3)nc12,10.7
CC(=O)N/C(=C/c1ccccc1)c1ccccc1,2.7
COCCNC(=O)c1cc2cc(Br)cc(OC)c2oc1=O,1.3
Cc1c(C(=O)Nc2cc(S(=O)(=O)N3CCOCC3)ccc2N2CCN(C)CC2)oc2ccccc12,-3.1
CC1CCCN(CCCNS(=O)(=O)c2cc(Br)cc3c2N(C(=O)C2CC2)CC3)C1 (stereo not drawn),5.2
COc1ccc(CCN2CC(C(=O)NCc3ccccc3)CCC2=O)cc1 (stereo not drawn),-1.2
Cc1ccc2[nH]c(C(=O)O)c(-c3ccccc3)c2c1,3.5
Cc1cc(NC(=O)CCC(=O)N(CC(=O)NC2CCCC2)c2ccc(C(C)C)cc2)no1,4.7
COC(=O)c1ccc(N=C2S/C(=C\c3cc(C)n(-c4cccnc4)c3C)C(=O)N2C)cc1,-5.8
CN(C)S(=O)(=O)c1cccc(NC(=O)c2c[nH]c3ccccc23)c1,2.5
COc1cccc(CNC(=O)CCS(=O)(=O)c2ccc3c(c2)NC(=O)CO3)c1,1.9
CCC1Sc2ccc(S(=O)(=O)CCC(=O)NCc3cccs3)cc2NC1=O (stereo not drawn),2.1
c1cc(CCCc2ccncc2)ccn1,2.0
Cc1nn(Cc2ccc(Cl)cc2)c(C)c1NC(=O)CCCn1nc([N+](=O)[O-])c(Cl)c1C,3.1
Cn1cccc1C(=O)OCC(=O)NNC(=O)c1ccc([N+](=O)[O-])cc1,0.2
O=C1NC(Cc2ccccc2)c2nc3cc(F)ccc3c(=O)n2-c2cc3ccccc3cc21 (stereo not drawn),2.7
O=C(CSc1nnc(-c2ccccn2)n1Cc1ccccc1)N1CCCC1,0.3
COc1ccccc1NC(=O)c1ccc(NC(=O)C2CC2C)cc1 (stereo not drawn),0.0
CCc1ccc(Oc2c(Cl)cnn(-c3ccc(C)cc3)c2=O)cc1,0.3
COC(=O)CNC(=O)CN1C(=O)N(c2cccc(Cl)c2)C(N(O)C(=O)Nc2cccc(Cl)c2)C1(C)C (stereo not drawn),-0.7
Cc1ccc(C(=O)NCC(c2cccs2)N(C)C)cc1S(=O)(=O)N1CCOCC1 (stereo not drawn),-0.7
CCC1CN(C(=O)N2CCC(C(=O)NCc3ccccc3OC)CC2)c2ccccc2O1 (stereo not drawn),-4.3
CCOc1ccc2nc(SCc3ccc(CC(=O)O)cc3)c(C#N)cc2c1,4.7
O=C(NCc1ccccc1)C1C(=O)N(Cc2ccccc2)C(=O)C1C1(O)CCCC1 (stereo not drawn),-2.7
CCOc1ccc(C(=O)SC2=NCCS2)cc1,1.3
OC(c1ccc2c(c1)OCO2)c1ncc(-c2ccc(Cl)cc2)[nH]1 (stereo not drawn),-1.4
Cc1ccc(S(=O)(=O)N2CCCCC2)cc1NC(=O)c1cc2ccccc2o1,-1.1

In a second layout: results already given.
TbREL1 primary	Molecule
-0.7	COC(=O)CNC(=O)CN1C(=O)N(c2cccc(Cl)c2)C(N(O)C(=O)Nc2cccc(Cl)c2)C1(C)C (stereo not drawn)
-0.7	Cc1ccc(C(=O)NCC(c2cccs2)N(C)C)cc1S(=O)(=O)N1CCOCC1 (stereo not drawn)

(more compounds)
smiles,TbREL1 primary
CCC(C)C(Nc1ncnc2scc(-c3ccccc3)c12)C(=O)O (stereo not drawn),-0.7
O=c1c2[nH]c3cccc(Cl)c3c2ncn1CCN1CCCCC1,1.6
CS(=O)(=O)N1CCc2cc(C(=O)N3CCN(c4ccccc4F)CC3)ccc21,-1.9
CN1CCN(NC(=O)Nc2cc(Cl)cc(Cl)c2)CC1,4.2
COc1ccc(NS(=O)(=O)c2ccc(C)c(C(=O)NCc3cccnc3)c2)cc1,-0.2
COc1ccc(-n2c(SCC(=O)NCCCN3CCCC3=O)nnc2C(C)N2CCCCC2)cc1 (stereo not drawn),-1.0
Cc1ccccc1N1CCN(S(=O)(=O)c2ccccc2)CC1,2.7
COc1ccc(C(CC(=O)NCCCN2CCOCC2)NS(=O)(=O)c2ccc(C)cc2)cc1 (stereo not drawn),-0.4
C/C(=N\NC(=O)c1cc(C)nc2ccccc12)c1ccncc1,4.6
COC(=O)c1[nH]c2ccc(C)cc2c1NC(=O)CN1CCN(C(=O)c2ccccc2)CC1,-2.3
COc1ccc(OC)c(-c2c(=O)n(OCc3ccccc3Br)c3ccccc3[n+]2[O-])c1,-1.3
O=C1Cc2ccccc2Sc2ccccc21,-0.1
COc1cc(-n2c(C)nc3cc(C(=O)N4CC(C)CC(C)C4)ccc32)cc(OC)c1OC (stereo not drawn),-0.9
Cc1nc(C)c(-c2csc(Nc3ccc(Cl)cn3)n2)s1,4.8
Cc1cccc(-n2c(O)c(/C=N/NC(=O)c3ccccc3Cl)c3ccccc3c2=O)n1,-4.3
COc1cc(C2CC(=O)Oc3cc(OC)c(OC)c(OC)c32)cc(OC)c1OC (stereo not drawn),1.1
Cc1ccnc(SCC(=O)c2ccc(Br)cc2)c1C#N,0.9
O=C(CSc1ccccc1)Nc1ccc(N2CCOCC2)c(F)c1,-2.2
O=[n+]1c2c(n([O-])c3c1CCCC3)CCCCC2,0.2
CN(C)CCCN(C(=O)c1cccs1)c1nc(-c2ccccc2)cs1,8.2
Cc1ccc(N2C(=O)C3C(c4ccccc4)(C2=O)C3(c2ccccc2)c2ccccc2)cc1 (stereo not drawn),0.2
CCC1C(=O)C[C@H]2CCN3C(=O)CCCC1C23 (stereo partly drawn),5.9
O=C(NCc1nc2ccccc2[nH]1)c1ccco1,6.1
CC1CCCC(C)N1C(=O)COC(=O)CSc1ccc([N+](=O)[O-])cc1 (stereo not drawn),-2.8
